Tau fluor counter – counter-screen for tau fibril formation inhibitors. 280,000 compounds, 0.93% hits. Potency, µM (doses to about 57.7 µM), for inactives: at the top dose activity change, negative = decrease. tau K18 P301L Alexa594 fluorescence, heparin fibrillization; further: nearly all actives have a fitted effect of over 55% in size
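Human K18 P301L tau (15 uM unlabeled plus 0.24 uM Alexa 594-labeled, final) in 100 mM sodium acetate pH 7 was mixed with compound and 20 uM heparin and incubated 6 hr at 37 C.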
Tau ThT inhib – inhibitors of human tau fibril formation, thioflavin T binding | P10636 | recombinant tau K18 P301L (four-repeat tau fragment), heparin-induced fibrillization, ThT fluorescence | Potency, µM (doses to about 57.4 µM), for inactives: at the highest dose activity, negative = inhibition, usual class: inhibitors | 270,000 compounds, 2.1% hits | AID 1460; further: nearly all actives have a fitted effect of over 55% in size
Target sequence (P10636 561-689 P618L limits assumed): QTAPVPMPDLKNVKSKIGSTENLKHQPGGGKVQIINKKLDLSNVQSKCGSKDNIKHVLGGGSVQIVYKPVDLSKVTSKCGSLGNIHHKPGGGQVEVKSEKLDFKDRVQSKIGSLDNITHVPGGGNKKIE
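K18 P301L tau (15 uM + 0.24 uM Alexa 594-tagged), heparin 20 uM, NaOAc pH 7, 6 h 37 C; ThT 30 uM, 1 h RT, ex 450/em 510 nm.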
ALDH1A1 block – blocks purified human ALDH1A1 activity; Purified ALDH1A1, NADH fluorescence, propionaldehyde substrate; Potency, µM (titrated, usually from 75.3 µM), for the others: at the top dose activity, negative = inhibition, actives largely listed as inhibitors; 220,000 compounds, 7.3% hits; AID 1030; active means well fitted inhibition curve with a large enough effect, not every such curve was filed as active; inconclusive means small, poorly fitted or top-dose-only effect, or another doubt; inactive means no such curve, though single readings can be large or run the other way;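 further: plate controls were no enzyme wells and a reference inhibitor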
aGal spleen mod – alpha-galactosidase A (human) modulation. P06280. human spleen homogenate, 4MU-alpha-Gal fluorescence, 40 min. Potency, µM (titrated, usually from 80 µM), for the others: at the top dose activity change, negative = inhibition, hits mostly inhibitors. 240,000 compounds, 0.008% hits;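 further: 0% = enzyme with vehicle and -100% = no enzyme basal signal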
Target sequence (P06280 32-429 limits assumed): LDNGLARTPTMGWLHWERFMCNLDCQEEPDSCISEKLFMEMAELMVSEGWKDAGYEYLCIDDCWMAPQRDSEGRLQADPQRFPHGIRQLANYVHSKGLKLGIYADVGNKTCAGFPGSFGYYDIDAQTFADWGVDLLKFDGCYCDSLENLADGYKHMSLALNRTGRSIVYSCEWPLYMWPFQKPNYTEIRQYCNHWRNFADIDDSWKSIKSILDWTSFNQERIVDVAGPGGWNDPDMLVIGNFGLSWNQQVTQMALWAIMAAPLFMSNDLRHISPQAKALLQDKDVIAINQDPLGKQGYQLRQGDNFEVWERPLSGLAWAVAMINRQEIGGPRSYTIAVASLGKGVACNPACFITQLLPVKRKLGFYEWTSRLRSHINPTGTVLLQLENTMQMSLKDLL
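qHTS titration in buffer at pH 5.0. Alpha-galactosidase activity in spleen homogenate was measured via 4-methylumbelliferone release from 1 mM fluorogenic substrate after 40 min at 37C and a pH 10 stop. AC50 came from Hill fits of control-normalized data.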
TexasRed fluor – alters Texas Red total fluorescence, flagging assay interference; TRb/SRC2 Texas Red total fluorescence interference; Potency, µM (highest dose often 106 µM), for inactives: top-dose fluorescence change, negative = quenching; 280,000 compounds, 0.29% hits; AID 1479; active means well fitted curve in either direction with a large enough effect; inconclusive means small, poorly fitted or top-dose-only effect
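Flags fluorescent or light-absorbing compounds by total fluorescence, S + 2P, at 555 nm excitation and 632 nm emission. Mixture: 20 nM Texas Red SRC2 peptide, 0.6 uM human TRb LBD, 1 uM T3, 5% DMSO; compound exposure 5 h at ambient temperature.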
Tau fibril FP – blocks human tau fibril formation measured by polarization. Potency, µM (series often up to 57.7 µM), for the others: at the highest dose activity, negative = inhibition, most hits filed as inhibitors. 280,000 compounds, 0.39% hits. P10636. K18 P301L tau heparin fibrillization, Alexa594 FP, 6 h; further: nearly all actives have a fitted effect of over 55% in size
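Steps: dispense K18 P301L tau (15 uM plus 0.24 uM Alexa 594 tracer, final) in pH 7 sodium acetate; add compound; add heparin (20 uM final); incubate 6 hr, 37 C; add ThT (30 uM final); after 1 hr ambient, read FP.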
L3MBTL1 block – inhibitors of human L3MBTL1; AlphaScreen L3MBTL1–H3K9me1 peptide binding; AID 485360; Q9Y468; 230,000 compounds, 0.66% hits; Potency, µM (titrated, usually from 57.1 µM), inactives show top-dose activity, negative = inhibition, most hits filed as inhibitors; further: nearly all actives have a fitted effect of over 60% in size
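AlphaScreen assay: L3MBTL1 (50 nM final) was preincubated 30 min at room temperature with biotinylated H3(1-15)K9me1 peptide (75 nM final), then 30 min with library compounds; streptavidin donor and nickel chelate acceptor beads (10 ug/mL final) added, 30 min dark.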
TRb SRC2 PPI – disrupts binding of human TR beta to SRC2 | AID 1469 | TRbeta-SRC2 peptide binding, fluorescence polarization; receptor liganded with 1 µM T3 | 280,000 compounds, 0.065% hits | Potency, µM (top dose mostly 106 µM), for the others: top-dose activity change, negative = inhibition, most hits filed as inhibitors | P10828;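 further: plate controls were bound peptide for no effect and peptide without receptor for full effect; nearly all actives have a fitted effect of over 50% in size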
Target sequence (P10828 whole entry, looked up): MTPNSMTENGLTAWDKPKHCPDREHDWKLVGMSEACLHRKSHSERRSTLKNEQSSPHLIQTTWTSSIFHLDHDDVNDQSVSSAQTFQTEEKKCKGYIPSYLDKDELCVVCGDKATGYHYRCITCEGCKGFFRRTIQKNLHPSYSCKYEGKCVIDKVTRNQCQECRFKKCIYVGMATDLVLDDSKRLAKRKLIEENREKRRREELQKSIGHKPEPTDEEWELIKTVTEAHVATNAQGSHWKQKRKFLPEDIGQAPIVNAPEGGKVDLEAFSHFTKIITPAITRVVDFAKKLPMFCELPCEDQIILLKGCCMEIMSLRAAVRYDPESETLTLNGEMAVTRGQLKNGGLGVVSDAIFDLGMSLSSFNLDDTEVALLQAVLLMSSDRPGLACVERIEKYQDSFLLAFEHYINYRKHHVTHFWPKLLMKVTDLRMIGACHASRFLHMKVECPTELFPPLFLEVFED
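Polarization signal, normalized between peptide-alone and full complex controls, measured compound effects on T3-liganded human TRb LBD (0.6 uM) binding 20 nM Texas Red SRC2 peptide after 5 hr.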
* marks the source's active call; other numbers are inactive results; ? = inconclusive; . = not tested or not shown; [ ] = another dose, or the depositor's remark. Unless noted, the call rests on the fitted dose curve; in most records, active means well fitted curve in the direction sought with a large enough effect; inconclusive means small, poorly fitted or top-dose-only effect, or another doubt; inactive means no such curve, though single readings can be large; an effect the other way counts as inactive or inconclusive. Unless noted, on the % scale 0 is the no-effect control and ±100 the full control effect; potency means the concentration at half of the fitted maximal effect.

SMILES	Tau fluor counter	Tau ThT inhib	ALDH1A1 block	aGal spleen mod	TexasRed fluor	Tau fibril FP	L3MBTL1 block	TRb SRC2 PPI
CCOC(=O)c1cnn2c(C(F)(F)F)cc(-c3ccccc3)nc12	-6%	3%	-10%	12%	-1%	1%	13%	-1%
CCc1nc(SCC(=O)c2cccc([N+](=O)[O-])c2)n[nH]1	-23%	?	-4%	5%	0%	-11%	0%	-6%
CCOC(=O)c1c(/N=C/c2ccc(C)cc2O)sc2c1CCN(C)C2	-6%	-6%	.	5%	0%	-6%	?	2%
O=C(NNC(=O)[C@@H]1CCCC[C@@H]1C(=O)O)c1cccs1	-4%	-6%	9%	18%	-1%	-6%	0%	-10%
COc1cc(/C=C(/NC(=O)c2ccccc2)C(=O)Nc2ccc(O)cc2)c([N+](=O)[O-])cc1OC	-9%	-11%	-9%	3%	-1%	14%	0%	-1%
CC1(C)Cc2ccccc2C(NNC(=O)c2cccnc2)=N1	-1%	4%	-4%	4%	-3%	-12%	-5%	-10%
CNC1CC(N)[C@H](O)[C@@H](O[C@@H]2OC(CO)C3OC4(OC(C(N)CO)C(O)C(O)C4O)O[C@@H]3[C@H]2O)C1O (some centres undefined)	-6%	-4%	6%	-6%	-3%	-8%	.	-1%
CCCC(=O)c1ccc(N2CCN(S(=O)(=O)c3ccccc3)CC2)c(F)c1	-17%	-14%	-6%	2%	2%	0%	4%	-2%
CC(C)c1ccc(N(CC(=O)NCCSC(C)(C)C)S(C)(=O)=O)cc1	-11%	-9%	-10%	12%	4%	1%	.	-14%
O=C(NCCCn1ccnc1)c1cnn2c1NC(c1ccccc1)CC2C(F)(F)F (centres undefined)	-2%	-3%	-2%	-3%	-6%	-4%	-5%	4%
Cc1ccc2nc(SCC(=O)c3cc(C)n(C)c3C)[nH]c2c1	-17%	?	?	2%	-4%	-4%	.	-3%
COc1ccc(-n2c(C)cc(C(=O)CSc3nnc(-c4cccs4)o3)c2C)cc1	-24%	?	-10%	12%	2%	2%	-6%	-17%
CN(C)c1ccc(C2CC(=O)C=C(Nc3ccccc3N)C2)cc1 (centres undefined)	-20%	-19%	.	8%	1%	7%	?	6%
CCO[C@@H]1OC(C(=O)Nc2ccccc2)=C[C@H](c2ccc(Br)cc2)[C@H]1CCCO	-24%	-12%	-9%	1%	-1%	6%	1%	-1%
COC(=O)c1ccccc1NC(=O)Cn1c(-c2nonc2N)nc2ccccc21	-11%	-4%	-1%	-6%	-4%	-8%	9%	-1%
O=C(O)c1cn(Cc2ccccn2)c(=O)c2ccccc12	0%	0%	0%	0%	-1%	-9%	19%	-4%
COc1ccccc1CNC(=O)CCn1c(=O)c2ccccc2n(CC(=O)Nc2ccc(C)cc2C)c1=O	4%	2%	.	.	-1%	-10%	.	-6%
O=C(NCc1ccc(Cl)cc1Cl)c1ccc2nc[nH]c2c1	3%	3%	0%	2%	-2%	2%	-6%	8%
Cc1nnsc1C(=O)Oc1ccccc1Cl	-18%	?	.	.	5%	-8%	.	-5%
O=C(N=Nc1c(O)[nH]c2ccccc12)c1cc(-c2cccs2)[nH]n1	?	.	.	4%	-17%	-6%	.	11%

Overlap with the part before: 3 compounds, then new ones.
SMILES	Tau fluor counter	Tau ThT inhib	ALDH1A1 block	aGal spleen mod	TexasRed fluor	Tau fibril FP	L3MBTL1 block	TRb SRC2 PPI
O=C(NCc1ccc(Cl)cc1Cl)c1ccc2nc[nH]c2c1	3%	3%	0%	2%	-2%	2%	-6%	8%
Cc1nnsc1C(=O)Oc1ccccc1Cl	-18%	?	.	.	5%	-8%	.	-5%
O=C(N=Nc1c(O)[nH]c2ccccc12)c1cc(-c2cccs2)[nH]n1	?	.	.	4%	-17%	-6%	.	11%
CNc1cc(C(F)(F)F)nc(-c2ccccn2)n1	-13%	-12%	7%	-7%	1%	-8%	-7%	-8%
COc1ccc(C2C(C(=O)Nc3cccc(C)n3)c3ccccc3C(=O)N2C)cc1 (centres undefined)	?	?	?	1%	-4%	-14%	-1%	2%
CCOC(=O)CSc1nnc(CNC(=O)c2ccccc2OC)n1-c1ccc(OC)cc1	-2%	-3%	-1%	-4%	-6%	13%	0%	2%
COc1ccc(/C=N/NC(=S)Nc2ccccc2)cc1COc1ccc(Br)cc1	?	-9%	.	1%	-6%	0%	.	-8%
COCCNC(=O)c1ccc(NC(=O)N2CCCCc3ccccc32)cc1	1%	0%	.	.	4%	-2%	.	-1%
CC(=O)c1ccc(C(=O)Nc2ccc(N3CCOCC3)cc2)cc1	-22%	2.2µM*	-4%	11%	-12%	-16%	22%	-6%
COc1cccc(C2=CC(c3ccc(OC)c(OC)c3OC)n3nnnc3N2)c1 (centres undefined)	-8%	-2%	-16%	23%	-1%	-2%	.	-2%
O=C(COc1ccccc1)OCc1cc(=O)n2nc(-c3cccs3)sc2n1	-9%	-17%	.	.	-10%	-5%	.	-9%
Cc1ccc2c(Cl)c(C(=O)Nc3nn[nH]n3)sc2c1	-13%	-9%	0%	1%	-4%	-2%	.	-2%
CC[C@@H](c1ccccc1)n1c(=O)n2n(c1=O)[C@H]1[C@H](O)[C@H]3O[C@@H]3/C(=N/OC[C@@H](O)COCc3ccco3)[C@@H]1CC2	-20%[11.6 µM]	-20%[11.5 µM]	?	-6%[17.5 µM]	-1%[11.2 µM]	1%[11.6 µM]	.	2%[11.2 µM]
C=CCNc1nc(Nc2ccc(-c3nc4ccccc4o3)cc2)nc(N2CCOCC2)n1	-30%	-1%	?	-6%	1%	?	.	4%
CCCCn1cc(S(=O)(=O)c2ccc(C)c(C)c2)c(=O)c2cc(F)c(N(CC)CC)cc21	-9%	-14%	.	.	-7%	0%	.	2%
O=C(NNC(=S)NC(=O)c1ccccc1[N+](=O)[O-])c1ccccc1	-2%	-12%	-4%	1%	-1%	-1%	29%	3%
COc1ccc(CNC(C)(C)C)cc1Cl	0%	-4%	5%	1%	-1%	6%	8%	1%
c1nc(N2CCCC2)c2[nH]cnc2n1	-2%	-5%	-2%	-1%	-5%	-4%	-10%	-4%
NC(=O)c1oc2ccccc2c1NC(=O)c1ccco1	0%	-8%	0%	0%	0%	3%	-2%	-3%
CN1CCc2c(OCC(=O)N3CCC(Cc4ccccc4)CC3)cccc2C1=O	0%	-1%	?	3%	0%	3%	.	-5%
COc1ccc(-c2c(C#N)c(N)nc(Sc3ccc(Cl)cc3)c2C#N)cc1	8%	.	.	-2%	-5%	?	.	-5%
Cn1c(=O)[nH]c(=O)c2c1nc(CN1CCN(Cc3ccccc3)CC1)n2CC(N)=O	-1%	-6%	6%	-5%	-6%	-7%	8%	2%
O=C(O)c1ccc(C(=O)O)cc1	.	.	2%	-2%	-5%[201 µM]	.	.	3%[201 µM]
CC(OC(=O)c1ccc(S(=O)(=O)NCc2ccco2)cc1)C(=O)Nc1ncc(Cl)cc1Cl (centres undefined)	0%	-7%	0%	-2%	-1%	10%	-1%	-5%
O=C(Cc1cccs1)NNC(=S)NC(=O)c1ccco1	-10%	-13%	0%	-4%	-3%	-10%	55%[activator]	-4%
CCO[C@@H]1OC(C(=O)NC2CC2)=C[C@H](c2csc3ccccc23)[C@H]1CCCO	-10%	1%	-4%	5%	0%	7%	-1%	0%
COc1ccc(C(C(=O)NC(C)(C)C)N(C(=O)CNC(=O)c2cccs2)c2ccc(NC(C)=O)cc2)cc1OC (centres undefined)	-2%	-1%	8%	1%	1%	-1%	5%	1%
COc1cc(C)ccc1OCCOc1ccccc1Cl	-23%	?	6%	-6%	-2%	-9%	44%[activator]	3%
O=C(Cn1c(O)c(N=NC(=O)c2ccncc2)c2ccccc21)Nc1ccccc1	-10%	?	.	4%	-1%	0%	3%	7%
O=C(NC1c2ccccc2-c2ccccc21)c1ccco1	-8%	-7%	-3%	3%	-3%	3%	4%	-9%
COc1ccccc1N/C=C/C(=C(C#N)C#N)N(C)C	-13%	?	-5%	2%	5%	-14%	5%	1%
COc1ccccc1-c1nnc2sc(COc3ccc(F)cc3)nn12	-17%	-19%	-14%	3%	-2%	6%	6%	-6%
COc1ccc(Oc2c(O)c3ccccc3n(C)c2=O)cc1	-5%	-12%	?	8%	0%	-10%	3%	2%
CCC(=O)N/N=C(\C)CC(=O)Nc1cccc([N+](=O)[O-])c1	-2%	-6%	3%	-1%	0%	-5%	5%	-5%
COc1ccccc1CNS(=O)(=O)N(C)C	-2%	-7%	3%	-6%	-1%	0%	2%	-5%
CC(=O)NNC(=O)CCn1nnc2ccccc21	-11%	-8%	-3%	8%	1%	0%	8%	2%
CC(C)C(=O)Nc1ccc2c(c1)nc(CCN1CCN(C)CC1)n2C	-18%	-14%	17%	0%	-2%	-3%	.	1%
O=C(NCC1CCCO1)C(c1ccc(F)cc1)N(Cc1ccc2c(c1)OCO2)C(=O)c1ccc(CN2CCOCC2)o1 (centres undefined)	-6%	-10%	0%	-13%	-3%	-1%	3%	-2%
Cc1cc(N)n2nc(-c3ccccc3)cc2n1	-23%	-20%	?	2%	-1%	-4%	6%	1%
CNCC(C)COc1ccccc1OCc1ccccc1 (centres undefined)	-8%	-3%	?	-7%	-1%	-4%	-6%	-7%
CCS(=O)(=O)c1ccc2c(c1)N(S(C)(=O)=O)CC(C(=O)NCCOC)O2 (centres undefined)	5%	6%	8%	-1%	-4%	0%	5%	0%

Single records, as listed above:
CC(=O)NNC(=O)CCn1nnc2ccccc21 reads Tau fluor counter: -11%; Tau ThT inhib: -8%; ALDH1A1 block: -3%; aGal spleen mod: 8%; TexasRed fluor: 1%; Tau fibril FP: 0%; L3MBTL1 block: 8%; TRb SRC2 PPI: 2%
COc1ccccc1CNS(=O)(=O)N(C)C reads Tau fluor counter: -2%; Tau ThT inhib: -7%; ALDH1A1 block: 3%; aGal spleen mod: -6%; TexasRed fluor: -1%; Tau fibril FP: 0%; L3MBTL1 block: 2%; TRb SRC2 PPI: -5%
